From PubChem BioAssay
S-ASM inh – blocks human secretory acid sphingomyelinase; P17405; placental ASM, HMU-PC fluorogenic substrate, 60 min; Potency, µM (series often up to 57.5 µM), inactives show top-dose activity change, negative = inhibition, usual class: inhibitors; 340,000 tested, 0.006% active; also: potency is read from the fitted curve at half-maximal effect
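Fluorescence read-out (Ex 386 nm, Em 447 nm) after stopping the reaction at pH 10. Enzyme: ASM from human placenta; substrate HMU-PC0, 9 uM final; 60 min, 37 °C. Compound preincubation 10 min, ambient temperature.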
PTAP TSG101 blk – blocks PTAP/TSG101 interaction to inhibit HIV-1 budding | Q99816 | Fluorescence polarization, FITC-PTAP peptide / Tsg101 binding | Potency, µM (series often up to 115 µM), for the others: top-dose activity change, negative = inhibition, hits mostly inhibitors | 340,000 tested, under 10 active | AID 493005; active = well fitted inhibition curve with a large enough effect in the main read-out, with a control signal flat, not every such curve was filed as active; inconclusive = small, poorly fitted or top-dose-only effect, or effect the other way, or a change in a side signal; inactive = no such curve, though single readings can be large or run the other way; also: potency is read from the fitted curve at half-maximal effect; % of control where 0% means no effect
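Compounds were pin-transferred onto Tsg101 binding domain (10 uM final) in HEPES pH 7.5 buffer, then FITC-PTAP peptide was added at 50 nM final. After 20 min at RT, polarization reported peptide displacement across a qHTS concentration series.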
A-T KAP1 phos – potential ataxia-telangiectasia treatment; […] A-T fibroblasts, KAP-1 phosphorylation AlphaLISA; neocarzinostatin DNA damage 30 min before lysis; Potency, µM (titrated, usually from 57.5 µM), for the others: at the highest dose activation, actives largely listed as activators; 320,000 tested, 0.19% active; AID 485349; also: potency is read from the fitted curve at half-maximal effect; % of control where 0% means no effect; nearly all actives have a fitted effect of over 45% in size
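hTERT-immortalized A-T patient fibroblasts ([…]), 500 cells/well in OPTI-MEM, 1% FBS, got compounds for 60 min, then NCS for 30 min at 37C. Lysates were then assayed for phospho-KAP-1 by AlphaLISA (anti-pKAP1 donor, anti-KAP1 acceptor beads), 6 hr at 25C.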
Chronic BCR inh – chronic active BCR signaling inhibition | ABC-DLBCL IkBa-CBG/CBR reporter, luminescence ratio, 4 h | 340,000 tested, 0.05% active | AID 493014 | Potency, µM (titrated, usually from 46.1 µM), for inactives: at the top dose ratio change, negative = lower green/red ratio, usual class: inhibitors; active = well fitted inhibition curve with a large enough effect in the signal ratio, with a control signal flat, not every such curve was filed as active; inconclusive = small, poorly fitted or top-dose-only effect, or effect the other way, or a change in a side signal; the % refers to the signal ratio;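 also: potency is read from the fitted curve at half-maximal effect; plate controls were basal doxycycline-induced cells for no effect and cells given 10 µM MG132 for full effect; MG132 reads +100%, hits lower the ratio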
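Compounds up to 46 uM were incubated four hours with TMD8 cells whose green CBG68 luciferase is fused to IkappaBalpha; red CBR luminescence normalised the signal, and concentration-effect curves were fitted to fusion, red and ratio data.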
Tb PFK inh – inhibitors of T. brucei phosphofructokinase | O15648 | T. brucei PFK, ADP-Glo luminescence | Potency, µM (series often up to 57.5 µM), for inactives: top-dose activity, negative = inhibition, actives largely listed as inhibitors | 330,000 tested, 0.17% active;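 also: potency is read from the fitted curve at half-maximal effect; 0% = uninhibited 1x PFK enzyme wells and -100% = no-enzyme wells; nearly all actives have a fitted effect of over 60% in size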
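Luminescent ADP detection (ADP-Glo, two-step: ATP depletion then ADP-to-ATP conversion for luciferase) reported PFK activity after 45 min room-temperature reaction of 1.25 nM enzyme with 0.5 mM F6P and 0.1 mM ATP at pH 8.0.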
Eya2 inh – inhibitors of human Eya2 phosphatase activity; O00167; recombinant Eya2, OMFP fluorescence dephosphorylation (OMFP is methylfluorescein phosphate); Potency, µM (titrated, usually from 76.9 µM), for the others: at the top dose activity, negative = inhibition, usual class: inhibitors; 330,000 tested, 0.006% active; also: potency is read from the fitted curve at half-maximal effect; % is scaled to controls: 0 for no effect and ±100 for the full control effect
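Eya2 protein (added as 0.2 uM solution) was preincubated with compound for 10 min at ambient temperature in 50 mM HEPES pH 7.5, 50 mM NaCl, 5 uM MgCl2, 0.05% BSA, 1 mM DTT. OMFP (added at 50 uM) then reacted 10 min; fluorescence read at 485/525 nm.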
TSHR antagonist – human thyrotropin receptor antagonism | P16473 | TSHR-expressing cells, TSH-stimulated cAMP HTRF, 2 h; active compounds read low | activity change, negative = inhibition, % at 11.5 µM | 330,000 tested, 0.2% active;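 active = activity change below a set negative limit, meaning inhibition stronger than a set level, cut at about -70% in these data; inconclusive = activity change between two set negative limits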; also: % is scaled to controls: 0 for no effect and ±100 for the full control effect
Target sequence (P16473 whole entry, looked up): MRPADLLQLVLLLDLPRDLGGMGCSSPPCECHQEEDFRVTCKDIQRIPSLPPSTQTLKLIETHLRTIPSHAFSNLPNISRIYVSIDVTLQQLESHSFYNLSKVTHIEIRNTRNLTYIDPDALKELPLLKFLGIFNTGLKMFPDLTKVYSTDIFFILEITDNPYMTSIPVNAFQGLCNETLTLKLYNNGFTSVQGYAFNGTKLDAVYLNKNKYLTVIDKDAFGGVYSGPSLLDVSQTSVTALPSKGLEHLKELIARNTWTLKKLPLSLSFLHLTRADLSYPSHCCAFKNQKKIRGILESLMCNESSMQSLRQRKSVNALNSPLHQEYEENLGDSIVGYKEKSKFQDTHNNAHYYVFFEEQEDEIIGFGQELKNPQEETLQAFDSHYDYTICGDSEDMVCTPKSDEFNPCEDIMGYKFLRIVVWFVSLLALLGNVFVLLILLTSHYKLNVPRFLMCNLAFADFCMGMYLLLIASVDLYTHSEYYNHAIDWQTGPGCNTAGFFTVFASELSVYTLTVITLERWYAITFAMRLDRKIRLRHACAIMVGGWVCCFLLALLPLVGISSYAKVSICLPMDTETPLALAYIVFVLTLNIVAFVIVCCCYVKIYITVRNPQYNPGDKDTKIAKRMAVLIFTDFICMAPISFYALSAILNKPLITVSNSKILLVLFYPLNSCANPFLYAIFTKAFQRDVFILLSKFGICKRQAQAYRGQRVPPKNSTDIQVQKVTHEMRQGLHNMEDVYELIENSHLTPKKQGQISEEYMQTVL
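Read-out is FRET at 665 nm (cryptate excitation 337 nm) from a cryptate-tagged anti-cAMP antibody, competed by cell cAMP against cAMP-d2. Compounds are tested on freshly harvested TSHR cells challenged with 4nM TSH (EC80) for 2 hours at 37 deg C.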
Mito fusion yeast – inhibitors of mitochondrial division or activators of mitochondrial fusion | 320,000 tested, 0.23% active | Potency, µM (series often up to 46.1 µM), for the others: top-dose growth rescue (activation), actives largely listed as activators | S. cerevisiae fusion-defective mutant growth rescue, CellTiterGlo 48 h;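 also: potency is read from the fitted curve at half-maximal effect; % of control where 0% means no effect; nearly all actives have a fitted effect of over 45% in size; temperature-sensitive fusion mutants such as fzo1-1 at 37 °C on non-fermentable ethanol glycerol medium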
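Luminescent cell viability in 1536-well qHTS format served as the measure of rescued growth in ts fusion-mutant S. cerevisiae cultured on non-fermentable YPEG for 48 hours at 37C.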
TCR activator – T cell receptor activation; primary human leukocytes, anti-CD3, IL-2 HTRF, 48 h; 330,000 tested, under 10 active; Potency, µM (top dose mostly 9.22 µM), for the others: at the highest dose activation of IL-2 secretion, actives largely listed as activators; also: % of control where 0% means no effect
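Primary human leukocytes were stimulated with a-CD3 beads plus compounds for 48 hr without co-stimulation; secreted IL-2 was quantified by HTRF using a-IL-2-K (europium cryptate) and a-IL-2-d2, excited at 320nm with acceptor emission read at 665nm.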
a7 integrin act – activates integrin-mediated alleviation for muscular dystrophy; alpha7betagal myoblasts, beta-gal FDG fluorescence, 48 h; 350,000 tested, 0.064% active; Potency, µM (titrated, usually from 38.3 µM), without a hit: at the top dose activation, most hits filed as activators;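 also: potency is read from the fitted curve at half-maximal effect; 100% = response of the positive control SU9516; nearly all actives have a fitted effect of over 60% in size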
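alpha7betagal+/- myoblasts (passage 13, 250/well) treated 48 h at 37C with compounds at 1:260 dilution of DMSO stock. Lysed, then beta-galactosidase activity read as FDG fluorescence (ex 480/em 540) after 30 min, with pre-read for autofluorescence.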
ELG1 repair inh – inhibitors of ELG1-dependent DNA repair in HEK293T cells; 330,000 tested, 2.3% active; HEK293T ELG1-luciferase reporter, luminescence, 16 h; DNA damage induced by 5-fluorouridine; Potency, µM (series often up to 46.1 µM), for the others: at the top dose activity change, negative = inhibition, usual class: inhibitors; also: potency is read from the fitted curve at half-maximal effect; % is scaled to controls: 0 for no effect and ±100 for the full control effect; nearly all actives have a fitted effect of over 55% in size
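HEK293T cells expressing luciferase-tagged ELG1 (2,000/well) received 5-Fluorouridine plus compound or DMSO for 16 hr at 37 °C. Luciferase was read by ONE-Glo luminescence after 30 min at room temperature.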
Active calls of the source: *; [ ] = another dose, or the depositor's remark. Unless noted, calls follow the shape of the dose curve; as a rule, active = well fitted curve in the direction sought with a large enough effect; inconclusive = small, poorly fitted or top-dose-only effect, or another doubt; inactive = no such curve, though single readings can be large; an effect the other way counts as inactive or inconclusive. Rows were taken by chance (roughly 3.2% active in at least one column).

What do the screens show for `CC1(C)C=C2[C@H]3CC[C@@H]4[C@@]5(C)CCC(=O)C(C)(C)[C@@H]5CC[C@@]4(C)[C@]3(C)CC[C@@]2(C(=O)O)CC1`?
S-ASM inh: -8%; PTAP TSG101 blk: -8%; A-T KAP1 phos: 18%; Chronic BCR inh: -9%; Tb PFK inh: -1%; Eya2 inh: -7%; TSHR antagonist: 29; Mito fusion yeast: 0%; TCR activator: -3%; a7 integrin act: -1%; ELG1 repair inh: inconclusive

What do the screens show for `CCOC(=O)N1CCN(Cc2cn3ccccc3n2)CC1`?
S-ASM inh: 3%; PTAP TSG101 blk: -3%; A-T KAP1 phos: 1%; Chronic BCR inh: -1%; Tb PFK inh: -3%; Eya2 inh: -15%; TSHR antagonist: -2; Mito fusion yeast: -7%; TCR activator: 5%; a7 integrin act: -25%; ELG1 repair inh: -2%

How did COc1ccc(OC)c(NC(=O)COC(=O)/C=C/c2ccco2)c1 do in these assays?
S-ASM inh: -2%; PTAP TSG101 blk: -6%; A-T KAP1 phos: -5%; Chronic BCR inh: 0%; Tb PFK inh: -18%; Eya2 inh: -6%; TCR activator: 0%; a7 integrin act: inconclusive; ELG1 repair inh: -2%

What do the screens show for `Oc1ccc2ccccc2c1/C=N/c1nc2c(s1)CCCC2`?
S-ASM inh: 0%; PTAP TSG101 blk: -6%; A-T KAP1 phos: -2%; Chronic BCR inh: 4%; Tb PFK inh: -6%; Eya2 inh: -7%; TSHR antagonist: -7; Mito fusion yeast: 4%; TCR activator: 5%; a7 integrin act: -24%; ELG1 repair inh: 1%

Results for COc1ccc(-c2cc(C(=O)N3CCCCCC3)c3ccccc3n2)cc1 ?
S-ASM inh: 32%; PTAP TSG101 blk: 0%; A-T KAP1 phos: 9%; Chronic BCR inh: -2%; Tb PFK inh: 0%; Eya2 inh: 13%; TSHR antagonist: 59; Mito fusion yeast: 30%; TCR activator: 9%; a7 integrin act: 5%; ELG1 repair inh: 1%

Results for CC(=O)Nc1ccc(S(=O)(=O)Nc2ccc(S(=O)(=O)Nc3ncccn3)cc2)cc1 ?
S-ASM inh: -14%; PTAP TSG101 blk: 0%; A-T KAP1 phos: -4%; Chronic BCR inh: -9%; Tb PFK inh: -2%; Eya2 inh: -10%; TSHR antagonist: 9; Mito fusion yeast: -1%; TCR activator: -55%; a7 integrin act: -16%; ELG1 repair inh: 0%

How did N#Cc1ccc(C(=O)N(Cc2ccccc2)c2ccccc2)cc1 do in these assays?
S-ASM inh: -4%; PTAP TSG101 blk: -8%; A-T KAP1 phos: 8%; Chronic BCR inh: 5%; Tb PFK inh: -4%; Eya2 inh: -11%; TSHR antagonist: -9; Mito fusion yeast: -16%; TCR activator: -4%; a7 integrin act: -15%; ELG1 repair inh: 3%

What do the screens show for `Cc1ccsc1/C=N\NC(=O)Cn1nnc2ccccc21`?
S-ASM inh: -4%; PTAP TSG101 blk: -2%; A-T KAP1 phos: -1%; Chronic BCR inh: -7%; Tb PFK inh: 2%; Eya2 inh: inconclusive; TSHR antagonist: 5; Mito fusion yeast: -8%; TCR activator: -3%[46.1 µM]; a7 integrin act: -11%; ELG1 repair inh: -3%

Results for CCCn1c(=O)c2c(C(F)(F)F)cc(-c3cccs3)nc2n(CCC)c1=O ?
S-ASM inh: 468%[activator]; PTAP TSG101 blk: -1%; A-T KAP1 phos: 1%; Chronic BCR inh: inconclusive; Tb PFK inh: -5%; Eya2 inh: -19%; TSHR antagonist: 6; Mito fusion yeast: -4%; TCR activator: 0%; a7 integrin act: 3%; ELG1 repair inh: 11%

What do the screens show for `Cc1nc2sc(-c3ccccc3)nn2c(=O)c1Br`?
S-ASM inh: 2%; PTAP TSG101 blk: -7%; A-T KAP1 phos: -9%; Chronic BCR inh: 6%; Tb PFK inh: -1%; Eya2 inh: 7%; TSHR antagonist: -3; Mito fusion yeast: 20%; TCR activator: -2%; a7 integrin act: -8%; ELG1 repair inh: inconclusive

What do the screens show for `CCc1ccc(OCC(=O)NNC(=O)CSc2ncnc3sc(C)c(C)c23)cc1`?
S-ASM inh: -4%; PTAP TSG101 blk: -4%; A-T KAP1 phos: 9%; Chronic BCR inh: -3%; Tb PFK inh: 6%; Eya2 inh: -7%; TSHR antagonist: 34; Mito fusion yeast: -3%; TCR activator: 5%; a7 integrin act: 7%; ELG1 repair inh: 16%

Results for Cc1ccccc1CN1C(=O)C(O)(CC(=O)c2ccncc2)c2ccccc21 (stereo not drawn) ?
S-ASM inh: 1%; PTAP TSG101 blk: -1%; A-T KAP1 phos: 1%; Chronic BCR inh: -6%; Tb PFK inh: -7%; Eya2 inh: 0%; TSHR antagonist: -11; Mito fusion yeast: -13%; TCR activator: 1%; a7 integrin act: 0%; ELG1 repair inh: -12%

What do the screens show for `CCC(=O)Nc1ccc(Cl)c(NC(=S)NC(C)=O)c1`?
S-ASM inh: 4%; PTAP TSG101 blk: -4%; A-T KAP1 phos: -1%; Chronic BCR inh: -3%; Tb PFK inh: -1%; Eya2 inh: -6%; TSHR antagonist: -5; Mito fusion yeast: 1%; TCR activator: -6%; a7 integrin act: inconclusive; ELG1 repair inh: -4%

Results for COc1ccc(Cl)cc1NC(=O)CN1CCN(S(=O)(=O)N2CCC(C)CC2)CC1 ?
S-ASM inh: -2%; PTAP TSG101 blk: -4%; A-T KAP1 phos: 13%; Chronic BCR inh: 9%; Tb PFK inh: -5%; Eya2 inh: -29%; TSHR antagonist: 30; Mito fusion yeast: 27%; TCR activator: -5%; a7 integrin act: 24%; ELG1 repair inh: inconclusive

How did Cc1ccc(C(=O)c2c3ccc(N)cc3nn2CCC(N)=O)cc1 do in these assays?
S-ASM inh: 12%; PTAP TSG101 blk: 0%; A-T KAP1 phos: -13%; Chronic BCR inh: -3%; Tb PFK inh: 2%; Eya2 inh: 1%; TSHR antagonist: 35; Mito fusion yeast: 1%; TCR activator: 7%; a7 integrin act: 25%; ELG1 repair inh: 17%

Results for Cc1cccc(NC(=O)/C(C#N)=C/c2ccccc2Cl)n1 ?
S-ASM inh: 1%; PTAP TSG101 blk: -2%; A-T KAP1 phos: 14%; Chronic BCR inh: 7%; Tb PFK inh: -1%; Eya2 inh: 1%; TSHR antagonist: -4; Mito fusion yeast: -4%; TCR activator: 2%; a7 integrin act: 13%; ELG1 repair inh: 2%

What do the screens show for `COc1cccc(C(=O)NC2CCN(CC(=O)NCc3ccccc3F)CC2)c1`?
S-ASM inh: 4%; PTAP TSG101 blk: 1%; A-T KAP1 phos: -1%; Chronic BCR inh: -4%; Tb PFK inh: 4%; Eya2 inh: 1%; TSHR antagonist: 5; Mito fusion yeast: 9%; TCR activator: 6%; a7 integrin act: 10%; ELG1 repair inh: -2%

Results for CCOC(=O)C1(CC2CC2)CCN(Cc2cn(C)c3ccccc23)CC1 ?
S-ASM inh: 0%; PTAP TSG101 blk: -1%; A-T KAP1 phos: 1%; Chronic BCR inh: inconclusive; Tb PFK inh: 6%; Eya2 inh: 4%; TSHR antagonist: 5; Mito fusion yeast: -11%; TCR activator: -2%; a7 integrin act: -54%; ELG1 repair inh: -18%

Results for Cc1ccc(NC2=C(Cl)C(=O)c3ccccc3C2=O)cc1 ?
S-ASM inh: 1%; PTAP TSG101 blk: -2%; A-T KAP1 phos: 5%; Chronic BCR inh: 0%; Tb PFK inh: -6%; Eya2 inh: -2%; TSHR antagonist: 6; Mito fusion yeast: 0%; TCR activator: 0%[46.1 µM]; a7 integrin act: -54%[inhibitor]; ELG1 repair inh: inconclusive

What do the screens show for `CN(C)c1cccc(C(=O)NCc2ccccc2Cl)c1`?
S-ASM inh: 14%; PTAP TSG101 blk: -1%; A-T KAP1 phos: -6%; Chronic BCR inh: inconclusive; Tb PFK inh: 4%; Eya2 inh: 11%; TSHR antagonist: 12; Mito fusion yeast: 5%; TCR activator: 1%; a7 integrin act: -22%; ELG1 repair inh: 25%
